Screens: PubChem, Fisher Drug Discovery Resource Center
mcGAS MS inh = inhibitors of mouse cGAS. Q8C6L5. inhibition, % at 12.5 µM. 0.18% of 130,000 active. recombinant mouse cGAS, cGAMP by RapidFire MS;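 active = inhibition of cGAS enzyme activity at or above 60%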;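 also: enzyme stimulated by 45 bp dsDNA with ATP and GTP substrates; cGAMP share of summed cGAMP plus half ATP and half GTP signals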
Target sequence (Q8C6L5 whole entry, looked up): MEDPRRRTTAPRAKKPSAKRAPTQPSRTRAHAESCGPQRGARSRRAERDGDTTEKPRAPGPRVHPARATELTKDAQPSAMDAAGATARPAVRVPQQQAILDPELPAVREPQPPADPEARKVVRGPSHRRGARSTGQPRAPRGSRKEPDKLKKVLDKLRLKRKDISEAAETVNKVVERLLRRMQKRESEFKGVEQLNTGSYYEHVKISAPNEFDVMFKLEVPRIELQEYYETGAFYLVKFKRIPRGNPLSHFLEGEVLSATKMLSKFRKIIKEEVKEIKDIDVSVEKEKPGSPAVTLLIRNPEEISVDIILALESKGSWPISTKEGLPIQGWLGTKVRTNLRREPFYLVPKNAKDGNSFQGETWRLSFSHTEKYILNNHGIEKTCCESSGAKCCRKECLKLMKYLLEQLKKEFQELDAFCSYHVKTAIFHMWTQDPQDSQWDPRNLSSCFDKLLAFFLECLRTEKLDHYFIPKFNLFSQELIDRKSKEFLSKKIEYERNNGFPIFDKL
* = called active by the depositor; & = joins results of further samples. Some of the compounds tested; rates above refer to the full screens.

SMILES	mcGAS MS inh
CC(C)CCSc1nc(N2CCOCC2)c2c(c1C#N)CC(C)(C)OC2	-2
COc1cccc(-c2cn[nH]c2C2CCN(C(=O)c3ccc(O)cn3)CC2)c1	-12
CC1Oc2ccccc2N(CC(=O)Nc2nnc(C(C)C)s2)C1=O (configuration not stated)	-4
C=CCc1cc(C)cc(C)c1OCCN1CCN(C)CC1	-1
COCC1(C(=O)N2CCC(c3ccccc3C(=O)O)C2)CCC1 (configuration not stated)	4
Cc1cn2c3c(=O)n(Cc4ccc(Br)cc4)c(=O)n(C)c3nc2n1C	-10
COc1c(C)cnc(CNC(=O)c2csc3c2CCCC3)c1C	-7
O=C(OC1(CC2=CCCCC2)CC1)c1cc([N+](=O)[O-])cc([N+](=O)[O-])c1	-9
Clc1ccc2nc3c(c(Cl)c2c1)CCCC3	9
COc1ccccc1C1NC(=O)NC2=C1C(=O)N(CCC(C)C)C2 (configuration not stated)	-6
O=c1sc(N2CCN(c3ccc(F)cc3)CC2)nc2ccsc12	10
COc1cc(N/N=C(/C)c2cccc(C(F)(F)F)c2)nc(SC)n1	1
Cc1cccc(CN2CCN(Cc3sc(N(C)C)nc3Cl)CC2)c1	-11
CCn1cc(C(=O)O)c2nn(-c3ccccc3)c(=O)c-2c1	1
CC(C)(C)c1ccc(CSc2nnc(N)s2)cc1	2
CC(C)Cc1cc(-c2nn3c(C(F)(F)F)nnc3s2)n[nH]1	-38
CC(C)NCC(O)COc1cc(=O)oc2ccccc12 (configuration not stated)	-7
Cc1ccc(C2(CCN)CCOC(C(C)C)C2)cc1 (configuration not stated)	2
Cc1nccn1-c1ccc(CNS(C)(=O)=O)cc1	-2
CCn1c(C)cc(C(=O)NC(C)C)c1C	-10
Cc1ccoc1C(=O)NCCc1csc(C(C)C)n1	-15
Cc1cc(CN(C)C(C)c2ccccn2)c(C)n1-n1cnnc1 (configuration not stated)	-7
CC(C)c1csc(CN2CCCC(CCC(=O)NCc3ccc(F)c(F)c3)C2)n1 (configuration not stated)	-8
Cc1nc2n(n1)C(=O)C(C(c1cccc(F)c1)N1CCC3(CC1)OCCO3)S2 (configuration not stated)	-11
CCOc1ccc2c(c1)CN(C(=O)c1n[nH]c(C3CC3)c1Br)CC2	-5
COc1ccc(OC)c(NC(=O)C2(C)CCN2Cc2csc3ccccc23)c1 (configuration not stated)	-15
CC(C)C(NC(=O)C1=Cc2ccccc2OC1)c1cccs1 (configuration not stated)	-4
O=S(=O)(CCN1CCc2ccccc2C1)Oc1ccc(Br)cc1	-2
CC1(C(=O)Nc2ccccc2N2CCCC2)Cc2ccccc2C(=O)O1 (configuration not stated)	-9
CCOc1cc2c(cc1O)C(=O)c1ccccc1C2=O	-3
CCOc1ccc(C(=O)N2CCCN(CC(C)C)CC2)cc1OC	-34
CCn1ccnc1P(=O)(c1ccccc1)N1CCCCCC1 (configuration not stated)	4
CCCc1cc(N2CCN(Cc3nc(CC)[nH]c3C)CC2)nc(C)n1	-15
COCc1cc(C)nc(NN=Cc2ccc(N(C)C)c(Br)c2)c1C#N	10
N#Cc1ccc(C=NN2CCOCC2)cc1	-13
O=C1C2CC=CCC2C(=O)N1CN1CCCN(S(=O)(=O)c2ccc(F)cc2)CC1 (configuration not stated)	-17
COc1ccc2c(c1)CCCN(C(=O)c1cc(C(N)=O)c[nH]1)C2	-9
COCCCn1ccc2nc(N3CCOCC3)ncc2c1=O	5
COc1ccc(CCN(C)C(=O)CC(c2ccccc2)c2ccccc2)cc1OC	-7
CS(=O)(=O)N1CCCC(CCc2cccc(C(F)(F)F)c2)C1 (configuration not stated)	-9
C=C1c2ccccc2C(=O)N1CC(=O)OCC(=O)Nc1sc(C(C)=O)c(C)c1C(=O)OCC	9
Cn1ccnc(NCCCOC2CCCc3ccccc32)c1=O (configuration not stated)	0
O=C(O)C12CCCC(Br)(CCC1)C2	2
NC(=O)C1CCCN1S(=O)(=O)c1cc2oc(=O)[nH]c2cc1Cl (configuration not stated)	-10
O=C(O)C1CC(=O)N(c2ccc(CCc3ccccn3)cc2)C1 (configuration not stated)	-8
COc1ccc(NC(C)=O)cc1S(=O)(=O)Oc1ccc2c(c1)CCC2	-15
Cc1ccc(-c2ccc(=O)n(CC(N)=O)n2)cc1C	-13
O=C(Nc1nc(-c2ccc(Br)s2)cs1)c1ccc(Br)s1	-6
O=c1c2ccccc2c(-c2ccccc2)nn1Cc1cccc(Br)c1	18
CCS(=O)(=O)c1ccc(C(=O)O)c(NS(=O)(=O)c2ccccc2F)c1	-2
CC(Cn1cccn1)NCc1cnn(-c2ccc(F)cc2)c1 (configuration not stated)	-5
Cc1cc(C(=O)O)ccc1NS(=O)(=O)c1cccc(Cl)c1	-9
CCCn1c(SCC(=O)C(C#N)=C(C)N)n[nH]c1=O	-36
COc1ccc(C(=O)NNC(=O)CCOc2ccccc2F)cc1	0
O=C(NCCCn1ccnc1)c1cc(C2CC2)on1	14
C=CCn1cc(CN(C)C(C)CC(=O)NC)c(C)n1 (configuration not stated)	-18
Cc1c(CCNC(=O)CC2COCCN2)c2cccc3c2n1CCC3 (configuration not stated)	14
O=C(CN1CCOCC1)N1CCN(Cn2nc(-c3ccco3)n(-c3ccccc3)c2=S)CC1	-10
O=c1[nH]c2nc3ccccc3n2c2ncccc12	-1
CSc1ccc(CC(=O)NCc2cccnc2N2CCN(C(C)=O)CC2)cc1	-9

(list continues)
SMILES	mcGAS MS inh
C=CCN(Cc1ccccn1)C1CCN(C(C)=O)CC1	-9
CN(CCCc1cnn(C)c1)C(=O)c1scc2c1CCCC2	-20
COCCNCc1ccccc1OS(=O)(=O)c1ccc(F)cc1	-12
CC(C)c1cc(C(=O)NCCN(C)S(C)(=O)=O)no1	-7
CCC(CO)NC(=O)C(=O)N1CCSc2ccccc21 (configuration not stated)	1
N#Cc1ccc(-c2csc(NC(=O)Cc3c(F)cccc3Cl)n2)cc1	-39
COc1cccc(CCNC(=O)c2ccc[nH]c2=O)c1OC	-7
Cc1c(C(=O)OCC(=O)N(C)C)nnn1-c1ccc(F)c(Cl)c1	8
COc1ccccc1OC(C)(C)C(=O)N1CCOC2(CNCCOC2)C1 (configuration not stated)	-7
CC(=O)c1sc(NC(=O)C2CC2C)nc1-c1ccccc1 (configuration not stated)	1
Cc1c(Br)cccc1NC(=O)C1(C)CCN1C(C)C (configuration not stated)	-7
Cc1ccc(NC(=O)C(C)Nc2ccc3c(c2)CCC3)c(Br)c1 (configuration not stated)	-15
C=CCN(CC(=O)N1CCCc2cc(OC)ccc21)C1CCCC1	-9
O=C(c1ccc2oc(Cc3ccccc3)nc2c1)N1CCN(c2ncccn2)CC1	-6
O=C(Nc1ccc(Oc2ccccc2F)cc1)C1CCN(Cc2nccs2)CC1	-13
COC(=O)c1cc(-c2ccc(F)cc2)nc2c1c(C)nn2C1CCS(=O)(=O)C1 (configuration not stated)	-9
CC(Nc1nc2nonc2nc1N1CCCCCC1)c1cnn(C)c1 (configuration not stated)	1
O=C(CCn1cnc2ccccc2c1=O)NC1CCCc2c1cnn2-c1ccc(F)cc1F (configuration not stated)	-5
CCc1nc(CNc2cc(C(=O)N3CCOCC3)ccc2C)cs1	-23
CC1=C(Cc2cn(CCN3CCOC3=O)nn2)C(C)(C)CCC1	-12
CCS(=O)(=O)c1ccc(O)c(NS(=O)(=O)c2cc(Br)ccc2Br)c1	-8
COc1ccc(-c2nc(C(=O)N3CCN(c4ccc([N+](=O)[O-])cc4)CC3)cs2)cc1OC	-7
COc1ccc(NC(=O)CNc2ccccc2-c2ccccc2)cc1	-6
CCN1CCCC1CNC(=O)c1cc(S(=O)(=O)CC)c(N)cc1OC (configuration not stated)	-6&2
COc1cc(C(=O)Nc2ccc(C)cc2O)cc(OC)c1Br	2
CC1=CC(C)(C)SC(N)=N1	-11
O=c1c2nnn(Cc3ccc(Cl)cc3)c2ncn1C/C=C/c1ccccc1	4
CCN(CC)C(S)Sc1c(O)cc(-c2ccccc2)n(-c2ccccc2)c1=O (configuration not stated)	-4
CCN1CCN(c2nc3c(c(=O)n(C)c(=O)n3C)n2C(C)C)CC1	1
O=C1C[C@H]2CC[C@@H](CN1)N2C(=O)CN1CCOC1=O	-12
Cc1cc(C)cc(C(=O)Nc2c3c(nn2-c2ccccc2C)CSC3)c1	0
CCn1nnnc1-c1cccc(NC(=O)N(C)Cc2ccncc2)c1	-33
Cc1ccc(NC(=O)c2ccc(Br)s2)c(F)c1	-4
CCOC(=O)C1(Cc2ccc(Cl)cc2)CCN(C(=O)c2ccc3nccnc3c2)CC1	5
Cc1ccc(S(=O)(=O)Nc2nc3ccccc3nc2-[n+]2ccc(-c3ccncc3)cc2)cc1	-3
CCCn1c(SCC(=O)NC(=O)NCCC(C)C)n[nH]c1=O	-5
CCN(CC)c1nc(C#N)nc(N2CCOCC2)n1	-16
CCOC(=O)N1CCN(C(c2ccncc2)c2c(O)cc(C)n(CC)c2=O)CC1 (configuration not stated)	-9
COc1ccc(CN2CCN(Cc3ccc4nonc4c3)CC2CCO)c(F)c1 (configuration not stated)	-4
CC1CC(C#N)(C(=O)NCC(C)Oc2ccc(Cl)cc2)C1 (configuration not stated)	-5
CN1CC(=O)N2C[C@@H](NC(=O)c3ccc4nccnc4c3)C[C@H]2C1=O	-18
O=S1(=O)CC2N=C(Nc3ccc(Br)cc3)SC2C1 (configuration not stated)	12
O=C(C1CCCCC1)N1CCCC1c1nn2c(C3CC3)nnc2s1 (configuration not stated)	-8
CN(C)CCN(C1CCCCC1)S(=O)(=O)c1ccc2c(c1)OCCO2	1
CN(CCN(C)[C@@H]1c2ccccc2C2(CCNCC2)[C@H]1O)C1CCCC1	-1
Cc1cccc(Cn2c(N3CCC(C)CC3)nc3c2c(=O)n(C)c(=O)n3C)c1	-11
Cc1ccc(S(=O)(=O)N2CCN(CCCS(=O)(=O)O)CC2)cc1C	6
O=C1N=c2ccc(Br)cc2=C1c1sc(=S)n(-c2ccccc2Cl)c1O	-3
COc1cc(OC)c(-c2nccn2-c2ccc3n[nH]nc3c2)cc1OC	-20
CC(C(=O)NCc1ccccc1F)N1CCN(c2nc3ccccc3s2)CC1 (configuration not stated)	-5
O=C(c1ccsc1)N1CCN(CCNC(=O)C23CC4CC(CC(C4)C2)C3)CC1	-2
Nc1nnc(SCc2cc3c(cc2Br)OCO3)s1	-5
NC(=O)C1CCCN1S(=O)(=O)c1ccc(Cl)c(Cl)c1 (configuration not stated)	-13
Cc1ccc(C2(C(F)(F)F)N=C(Cl)C(C#N)=C3C=CC=CN32)cc1 (configuration not stated)	0
COCCN(C)c1ccc(-c2nc(-c3ccccc3F)no2)cn1	-6
Cc1csc(=O)n1CCN(C)Cc1ccc(-c2ccccc2)cc1	-5
Cn1c2ccc(Br)cc2c2nnc(SCc3ccc4nonc4c3)nc21	-1
COC(=O)CC1SCCNC1=O (configuration not stated)	-7
CC(CNC(=O)c1cc(F)ccc1F)CN1CCN(C)CC1 (configuration not stated)	-8
Cc1nccn1CCC(=O)N1CCCN(CC2CC2)C(C(C)C)C1 (configuration not stated)	-16

A draw from above in order of SMILES length, rising:
SMILES	mcGAS MS inh
Nc1nnc(SCc2cc3c(cc2Br)OCO3)s1	-5
COCCN(C)c1ccc(-c2nc(-c3ccccc3F)no2)cn1	-6
Cc1nccn1CCC(=O)N1CCCN(CC2CC2)C(C(C)C)C1 (configuration not stated)	-16
Cn1c2ccc(Br)cc2c2nnc(SCc3ccc4nonc4c3)nc21	-1
CC(C(=O)NCc1ccccc1F)N1CCN(c2nc3ccccc3s2)CC1 (configuration not stated)	-5

(more compounds)
SMILES	mcGAS MS inh
CN(CCc1cccs1)C(=O)Nc1nnc(C2CC2)s1	-23
CC(C(=O)c1ccc(Cl)cc1)N(C(=O)c1ccc(Cl)cc1Cl)N1C(=O)CCC1=O (configuration not stated)	2
Cc1ccc(C)c(S(=O)(=O)N2CCN(C(=O)NC3CC3)CC2)c1	-14
CC(C)C(NS(=O)(=O)c1ccc2c(c1)OCCCO2)C(=O)Nc1ccc2c(c1)CCC2 (configuration not stated)	-1
Cc1cc2c(cc1-n1cnnc1)OCO2	-31
C(=NNc1nncc2ccccc12)c1ccc2c(c1)OCCO2	-8
O=C1OC(c2cc(I)c(O)c(I)c2)(c2cc(I)c(O)c(I)c2)c2ccccc21	10
CN1C[C@@H]2CC[C@H](CC1=O)N2C(=O)c1ccnc(-n2cnnc2)c1	-21
CC(=O)c1c(C)[nH]c(C(=O)NC2CCCC2)c1C	-6
Cc1cnn(CCCNC(=O)c2cccc3c2OCC3)c1	-2
Cc1cnc(Cn2cnc(-c3ccccc3)c2CCn2nc(C)cc2C)cn1	-38
CC(=NN1CCN(C)CC1)C1C(=O)c2ccccc2C1=O	-8
Cc1noc(CN(C)C(=O)c2cccnc2N(C)C2CCCCC2)n1	-8
O=C1c2ccccc2C2C3CC=CC3c3c(ccc4ccccc34)N12 (configuration not stated)	-26
CC(C)C(=O)OCc1cc(=O)n2cc(Br)ccc2n1	-2
COc1ccc(CNC(=O)/C(C#N)=C/N2CCN(c3cccc(C(F)(F)F)c3)CC2)cc1	-14
COc1ccccc1OCC(=O)c1ccc2c(c1)N(Cc1nc(C(=O)O)co1)C(=O)CO2	-3
O=C([C@H]1C[C@@H]2C=C[C@H]1C2)N1CCC(CO)(CCOc2ccccc2)CC1	-7
CCCn1nnnc1CN1CCSCC1c1ccccc1 (configuration not stated)	-8
C1=CC2C(C1)C1CC2C2N=NN(c3ccccc3)C12 (configuration not stated)	-18
O=C(NCCO)c1c(O)c2c([nH]c1=O)CCCC2	-5
CN(C)c1ccc(CN(CC(=O)N2CCOCC2)CC2CC2)cc1	-2
Nc1cnc2ncc(N)cc2c1	-9
